Screening data deposited in PubChem by Small Molecule Screening Facility, UW Madison.
PriA SSB inh: K. pneumoniae PriA-SSBct interaction inhibition; AlphaScreen SSBct-PriA binding, biotinylated peptide; inhibition, % at 33 µM; 430,000 tested, 0.6% active; AID 1272365; in the data active means inhibition mostly above about 37%, no sharp cut-off; inactive means mostly below about 20%;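 further: plate controls were negative control peptide for no effect and reference peptide for full effect; strong numbers were not always called active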
An asterisk follows results filed as active; & = joins results of further samples.

SMILES,PriA SSB inh
O=C(CSc1ccccc1C(=O)O)c1ccc(-c2ccccc2)cc1,1
Cn1cc(S(=O)(=O)N2CCCN(C(=O)C3(c4cccs4)CCCC3)CC2)cn1,-7
COc1ccccc1C(=O)Nc1ccc2c(c1)OCC(C)(C)C(=O)N2,17
CSc1ncccc1C(=O)N1CC(n2ccnn2)C1,0
Cc1nc2c(ccc3nc(NC(=O)CCCS(=O)(=O)c4ccccc4)sc32)s1,0
CS(=O)(=O)c1cccc(S(=O)(=O)N2CCC(C(=O)O)CC2)c1,-1
CCOc1cccc2sc(N(CC3CCCO3)C(=O)c3ccc(F)cc3F)nc12 (configuration not stated),-27
Cn1nc(C2CC2)cc1N1CCN(C(=O)C2(c3ccc(Cl)cc3)CCCC2)CC1,-11
Cc1ccc(N2CCCS2(=O)=O)cc1NC(=O)C(=O)NCc1ccc2c(c1)OCO2,2
CCOc1ccc(CC(=O)Nc2cccc(-c3ccc4nnc(-c5cccs5)n4n3)c2)cc1,-6
CCCN1C(=O)CCc2cc(NC(=O)Cc3cccs3)ccc21,-14
C=CCN1C(=O)C(C)(C)COc2ccc(NS(=O)(=O)c3ccccc3)cc21,1
COc1ccc(C(N)=NOC(=O)Cc2cccs2)cc1,-143
CC1(C)CC(=O)c2c(nc(SCC(=O)c3ccc(Cl)cc3)c(C#N)c2-c2ccccc2)C1,-12&-6
O=C(Nc1cc(-n2cccn2)ncn1)c1cc(-c2cccs2)on1,-3

Structural class, the entries above with a COOH group
SMILES,PriA SSB inh
O=C(CSc1ccccc1C(=O)O)c1ccc(-c2ccccc2)cc1,1
CS(=O)(=O)c1cccc(S(=O)(=O)N2CCC(C(=O)O)CC2)c1,-1

(cont.)
SMILES,PriA SSB inh
Clc1nccnc1NN=Cc1ccc(Br)cc1,0
O=C(N[C@@H](Nc1ncccn1)C(=O)c1ccccc1)c1ccccc1,-5
O=C(Cc1csc(NC(=O)Nc2ccc(Cl)cc2)n1)Nc1ccccc1Oc1ccccc1,22
C=CCn1c(SCCC(=O)Nc2scc(-c3ccc(Cl)cc3)c2C(=O)OCC)nc2sc3c(c2c1=O)CCC(C)C3 (configuration not stated),-7
O=C(CCc1nc2sc3c(c2c(=O)[nH]1)CCCCC3)NCc1ccccn1,-8
Cc1noc(C)c1S(=O)(=O)NCc1ccsc1,6
COc1ccc(C=NOC(=O)Nc2ccccc2OC)cc1,-21
Cc1ccccc1OCC(=O)N1CCC(Oc2nc3c(F)cc(F)cc3s2)CC1,-9
Cc1ccc(NC(=O)c2sccc2S(=O)(=O)N2CCN(c3ccccc3F)CC2)cc1F,-34
O=C(CN1CCCc2ccccc21)NN=Cc1ccc(O)cc1O,30
Cc1nnsc1C(=O)NCc1cccnc1-c1cccs1,-11
CCn1nc(C(=O)Nc2cc(C)nn2-c2nc3ccc(OC)cc3s2)cc1C,-22&0
NC(=NOC(=O)c1cccc(F)c1)c1ccccn1,9
O=C(NCc1ccco1)c1n[nH]c2ccccc12,-9
Cc1cc(C(=O)N2CC(C(=O)Nc3ccc4cn[nH]c4c3)C2)no1,-4
O=S(=O)(NCCc1csc(-c2ccc(C(F)(F)F)cc2)n1)c1ccc(F)cc1F,-15
Cc1ccc(CNC(=O)C2(c3cccs3)CCCC2)cc1,-29
CC(C)N(C(=O)Cc1csc(NC(=O)Nc2ccccc2)n1)C(C)C,13
COc1cccc(NC(=S)NCCc2cc3c(OC)ccc(OC)c3[nH]c2=O)c1,1
O=C(NN=Cc1ccc(O)cc1)NC12CC3CC(CC(C3)C1)C2,7
OCCCc1nc2ccccc2n1CCCOc1ccccc1,-8
COCCNC(=O)C(=O)Nc1ccc(Cl)c(N2CCCS2(=O)=O)c1,-9
COc1ccc(S(=O)(=O)N2CCCc3cc(NS(=O)(=O)Cc4ccccc4F)ccc32)cc1,6
CCC(=O)Nc1ccc(C(=O)NN=Cc2cc(Br)c(OC)cc2OC)cc1,-18
O=C(Cc1ccc(F)cc1)NC[C@@](O)(c1ccccc1)C1CC1,-11
CC(C)CCn1c(/C=C/c2ccco2)nc2ccccc21,8
COc1ccccc1N1CCN(CCNS(=O)(=O)c2ccc(C)c(C)c2)CC1,0
NC(=O)Cn1c(CO)cnc1SCCc1ccccc1,4
Cc1cc(C)cc(OCCNC(=O)COc2ccc3c(c2)OCO3)c1,4
CN1CCN(C(CNC(=O)Nc2ccc(F)cc2)c2ccsc2)CC1 (configuration not stated),-10

As a working copy, part of the list above:
SMILES,PriA SSB inh
Cc1cc(C)cc(OCCNC(=O)COc2ccc3c(c2)OCO3)c1,4
CN1CCN(C(CNC(=O)Nc2ccc(F)cc2)c2ccsc2)CC1 (configuration not stated),-10

Next entries follow:
SMILES,PriA SSB inh
FC(F)(F)c1cccc(CNc2ncnc3[nH]ncc23)c1,-19
C=CCn1c(SCC(=O)c2cc(C)n(CCOC)c2C)nc2scc(-c3ccc(C)o3)c2c1=O,-13&-8
Cc1ccc(S(=O)(=O)N[C@H]2CCS(=O)(=O)C2)cc1C,1
Cc1ccc(S(=O)(=O)N(C)c2ccc(C(=O)Nc3nccs3)cc2)cc1,14
O=C(NCCC1=CCCCC1)C(=O)Nc1cccc(N2CCCCC2=O)c1,-1
CON(C)C(=O)[C@@H]1COCC(=O)N1Cc1cccs1,-2
Cc1cc(NC(=O)C2CCCN(c3ccc(=O)n(C)n3)C2)no1 (configuration not stated),-4
O=c1[nH]nc2ccccn12,-15
O=C(CSC1CCCC1)N(CCc1cccs1)Cc1ccco1,3
COc1ccc(-c2cnc(C(=O)N3c4ccccc4CC3C)o2)cc1 (configuration not stated),1
O=C(CN1C(=O)c2ccccc2C1=O)NCCCN1CCOCC1,-8
N#Cc1ccccc1NC(=O)C(=O)NC[C@@H](c1ccco1)N1CCc2ccccc2C1,2
CCc1ccccc1NC(=O)C1CCN(c2ccc(S(=O)(=O)c3ccc(C)cc3)nn2)CC1,-7
COc1ccccc1N1CCN(CCNC(=O)C(=O)Nc2cc(C)on2)CC1,-3&11
Cc1noc(C)c1CSc1nc2scc(-c3ccccc3Cl)c2c(=O)n1-c1ccccc1,-8
COCCn1c(SCc2ccc(F)cc2)nc2c(-c3ccccc3)cn(C)c2c1=O,10
O=C(CCS(=O)(=O)c1ccc(F)cc1)Nc1nnc(-c2ccc3c(c2)OCO3)o1,-23
O=C(CN1CCC(c2nnc(-c3ccsc3)o2)CC1)Nc1cccc(Cl)c1Cl,-5
O=C(Cn1nc2n(c(=O)c1=O)CCN2c1ccccc1)Nc1cc(C(F)(F)F)ccc1Cl,-5
Cc1cc(C(=O)Nc2nnc(C3CCCCC3)o2)c(C)o1,0
Cc1cccc(S(=O)(=O)N2CCN(C)CC2)c1,-3
COc1ccccc1NC(=O)C(=O)NCCN1CCOC(c2ccccc2)C1 (configuration not stated),-4
COc1cccc2sc(N(Cc3cccnc3)C(=O)c3ccc(C)c(C)c3)nc12,9
CC(C)c1ccc(NC(=O)Cn2nc(-c3cccs3)c3sc(N4CCCC4)nc3c2=O)cc1,-1
CCCC(=O)N1N=C(c2ccco2)CC1c1cc2cccc(C)c2nc1Cl (configuration not stated),-11
Nc1nc(SCC(=O)Nc2ccc(OC(F)(F)F)cc2)[nH]c(=O)c1NC(=O)c1ccco1,7
O=C(Nc1ccc2scnc2c1)[C@@H]1CCCN1S(=O)(=O)c1cccs1,-5
O=C(NC1CCSC1=O)C1CN(C(=O)c2cnccn2)C1 (configuration not stated),-4
COCCN(Cc1ccoc1)C(=O)Nc1cccs1,-13
N#Cc1ccsc1NC(=O)CCCSc1ccc(Cl)cc1,7

Brought forward from above: 6 entries, then new ones.
SMILES,PriA SSB inh
CCCC(=O)N1N=C(c2ccco2)CC1c1cc2cccc(C)c2nc1Cl (configuration not stated),-11
Nc1nc(SCC(=O)Nc2ccc(OC(F)(F)F)cc2)[nH]c(=O)c1NC(=O)c1ccco1,7
O=C(Nc1ccc2scnc2c1)[C@@H]1CCCN1S(=O)(=O)c1cccs1,-5
O=C(NC1CCSC1=O)C1CN(C(=O)c2cnccn2)C1 (configuration not stated),-4
COCCN(Cc1ccoc1)C(=O)Nc1cccs1,-13
N#Cc1ccsc1NC(=O)CCCSc1ccc(Cl)cc1,7
COC(=O)c1ccc2c(=O)n(CCC(=O)NC(C)C)c(=S)[nH]c2c1,-6
O=C(O)c1cncc2cccnc12,-2
COc1ccccc1OCC#CCNS(=O)(=O)N(C)C,-3
CN(C)S(=O)(=O)c1ccc(-c2nnc(NC(=O)c3cc4ccccc4o3)o2)cc1,-27&-12
O=C(Cc1cccs1)NC1CCN(c2ccccn2)C1 (configuration not stated),1
O=C(NC[C@H]1CCCN1S(=O)(=O)c1cccs1)C(=O)Nc1cccc(Cl)c1,-4
CCOc1ccc(C=Nn2c(SC)nnc2-c2ccccc2)cc1OCC,5
Cc1ccccc1C(=O)N1CCN=C1SCc1ccccc1F,-14
Cc1cc(C=NNC(=O)c2ccc(O)cc2)c(C)n1C1CC1,-15
CCc1ccc(NC(=O)Cn2cnc3c(-c4ccc(Cl)cc4)csc3c2=O)cc1,-4
O=C(CSc1nccn1-c1ccc([N+](=O)[O-])cc1)NCc1ccco1,-3
COc1ccc(CNC(=O)CC(C)=NNC(=O)c2ccc(OC)cc2OC)cc1,-3
CC1(C)Cc2cccc(OCCCS(=O)(=O)N3CCN(C(=O)c4ccco4)CC3)c2O1,-1
Cn1ncc2c(=O)n(N=Cc3ccccc3)cnc21,0
CCOC(=O)c1c(C)[nH]c(NC(=O)Nc2c(CC)cccc2CC)c1C,-19

Other records:
mol | PriA SSB inh
CCCn1c(=NC(=O)c2ccc(Cl)s2)sc2ccc(OC)cc21 | -35
O=C(c1ccccc1F)N1CCN=C1SCc1ccc([N+](=O)[O-])cc1 | -8
N#Cc1nc(-c2cccs2)oc1N1CCN(C(=O)c2ccco2)CC1 | 17
CSCCC(C)(O)CNC(=O)C(=O)Nc1cccc(N2CCCC2=O)c1 (configuration not stated) | -11
COc1ccc(NC(=O)Cn2cnc(-c3ccc(F)cc3)cc2=O)cc1OC | -10
COc1cccc2cc(-c3cn(-c4cccc(C)c4)c(=S)[nH]3)c(=O)oc12 | -4
Cc1c(C(=O)NC2CCCC2)nnn1-c1ccc(C(C)C)cc1 | -9
COc1ccc(-c2ccc(C)c(NC(=O)c3ccccc3)c2)nn1 | -4
COc1ccc(-c2noc(CN3N=NC4C(=O)N(c5ccc(C(C)C)cc5)C(=O)C43)n2)c(OC)c1 (configuration not stated) | -3
Cc1ccc(C)c(-c2csc(NN=Cc3ccco3)n2)c1 | 7
C[C@@](O)(CNC(=O)c1nc2ccccc2s1)Cc1ccco1 | -7
CSc1ncccc1C(=O)N1CCC(CNC(=O)C(=O)NCc2ccc(F)cc2)CC1 | -8
CCN1C(=O)C(C)(C)COc2ccc(NS(=O)(=O)c3ccc(-c4ccccc4)cc3)cc21 | -3
CSc1sc(C)cc1C=NO | 0
COc1ccc(C=NNC(=O)c2nonc2C)cc1 | -12
CC(CC(=O)Nc1cccc(C(F)(F)F)c1)=NNC(=O)c1ccncc1 | 5
CCOc1ccccc1C(=O)NCC(=O)N1CCOC(c2ccccc2)C1 (configuration not stated) | -14
O=C(COc1ccccc1F)NCC(O)c1cccs1 (configuration not stated) | -4
O=C(CN1C(=O)CCC1=O)NCCn1nc(-c2ccccn2)c2c1CCCC2 | -4
Cc1ccc(C)c(NC2(C#N)CCCCC2)c1 | -5
O=C(Nc1ccc2ncsc2c1)c1ccccc1 | 9
CCCCOc1ccc(C(=O)N2CCN(c3ccc(Nc4cccnc4)nn3)CC2)cc1 | -9
O=C(Cn1cc(OCc2ccccc2F)c(=O)cc1CO)NCc1ccccc1Cl | -11
Cc1nc2c([nH]1)CC(C(=O)N1CCN(C/C=C/c3ccccc3)CC1)CC2 (configuration not stated) | -14

Random excerpt: 4 records from the list.
mol | PriA SSB inh
Cc1ccc(C)c(NC2(C#N)CCCCC2)c1 | -5
CCCCOc1ccc(C(=O)N2CCN(c3ccc(Nc4cccnc4)nn3)CC2)cc1 | -9
O=C(Nc1ccc2ncsc2c1)c1ccccc1 | 9
CCOc1ccccc1C(=O)NCC(=O)N1CCOC(c2ccccc2)C1 (configuration not stated) | -14

Next entries
mol | PriA SSB inh
O=C(CC1CSc2nc3c(c(=O)n21)CCC3)N1CCN(c2cccc(Cl)c2)CC1 (configuration not stated) | 7
CC(=O)NCC1(c2ccc(F)cc2)CC1 | -10
O=C(NCC(O)(c1cccs1)C1CC1)c1ccc2ncsc2c1 (configuration not stated) | -5
Cc1onc(-c2cccc(Cl)c2Cl)c1C(=O)ON=C(N)c1ccc([N+](=O)[O-])o1 | 26
O=C(Cn1nc(-c2cccs2)c2sc(N3CCOCC3)nc2c1=O)c1ccc2c(c1)CCCC2 | -11
O=C(CSCc1ccccc1)NC[C@]1(O)CCOc2ccccc21 | -7
Cc1ccc(C)c(C=Nn2cc(-c3ccccc3)[nH]c2=S)c1 | 1
Cc1cc(NCc2cccnc2)n2nc(C(F)(F)F)nc2n1 | 7
CC(C)(C)c1cc[n+](C2=C([O-])c3ccccc3C(=O)C2=NS(=O)(=O)c2ccccc2)cc1 | 0
O=C(c1nnn(Cc2ccccc2)c1-n1cccc1)N1CCSCC1 | -1
Cc1cc(NC(=O)c2ccc(Cl)s2)on1 | -2
Cc1ccc(S(=O)(=O)Oc2ccc(C=NNC(=O)c3ccncc3)cc2)cc1 | -5
COC(=O)c1ccc(COc2ccccc2C=NNS(=O)(=O)c2ccccc2)cc1 | -14
O=c1c2scc(-c3ccccc3)c2ncn1Cc1ccccc1 | -3
COc1ccc(OC)c2sc(NC(=O)c3ccc([N+](=O)[O-])o3)nc12 | -9
CC(=O)Nc1ccc2nc(NC(=O)c3ccccc3S(C)(=O)=O)sc2c1 | -13
COc1cccc(CNC(=O)Cn2cnc3c(sc4ccccc43)c2=O)c1 | -21
O=C(c1ccco1)N(CCn1cccn1)c1nc2ccccc2s1 | -13
O=C(CSc1ncccc1-c1nc(-c2ccc(F)cc2)no1)N1CCCC1 | -19
COc1ccc(C(=O)NCC(=O)NN=Cc2ccco2)cc1OC | -9
Cc1ccccc1-n1nc2c(c1NC(=O)[C@H]1CC(=O)N(c3ccccc3)C1)CS(=O)(=O)C2 | -7
NC(=O)c1coc(NC(=O)c2ccco2)n1 | 11
COC(=O)CSC1CCN(C(=O)CCc2ccccc2Br)C1 (configuration not stated) | -8

Some of the compounds tested; the hit share may differ from the screen's.
